# Screens: PubChem BioAssay, several laboratories
# Bcl-xL primary = blocks human Bcl-xL binding to Bim BH3 peptide | actives 0.7% (n = 320,000) | GST-Bcl-xL / FITC-Bim BH3 peptide fluorescence polarization | inhibition, % at 10.9 µM;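 active means inhibition above the mean of all tested compounds plus 3 SD, cutoff set per campaign, cut at about 30% in these data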;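 further: 0% = DMSO wells and 100% = unlabeled Bim-BH3 peptide competitor; inhibitors lower millipolarization by displacing the labeled peptide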
# Target sequence (Q07817 whole entry, looked up): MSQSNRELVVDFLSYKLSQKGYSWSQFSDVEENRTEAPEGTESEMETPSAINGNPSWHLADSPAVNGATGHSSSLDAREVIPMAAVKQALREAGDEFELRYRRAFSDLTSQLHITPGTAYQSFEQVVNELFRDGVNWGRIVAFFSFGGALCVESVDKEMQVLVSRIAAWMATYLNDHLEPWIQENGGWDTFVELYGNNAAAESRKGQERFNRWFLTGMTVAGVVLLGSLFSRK
# EBNA-1 inh = blocks EBNA-1 binding to DNA. AID 1950. actives 0.34% (n = 300,000). EBNA-1 DNA binding, fluorescence polarization. inhibition, % at 14.8 µM; in the data active means inhibition above about 28%
# MEX-5 binding = C. elegans MEX-5 TCR-2 RNA binding activity. Q9XUB2. MEX-5/FITC-TCR2 RNA binding, fluorescence polarization; hits give low values. activity score (negative = inhibition of binding), % at 10 µM. actives 0.38% (n = 300,000). AID 1832;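 active means inhibition past about -25% in most replicates, and total fluorescence under double the plate's negative control median, limit read from the data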;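 further: 0% = DMSO and -100% = 5 µM competing unlabeled TCR2 RNA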
# Efflux pump inh = inhibitors of Candida antifungal efflux pumps expressed in yeast; S. cerevisiae Candida pump triplex, Nile Red efflux; inhibition, % at 10 µM; actives 0.44% (n = 330,000);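 active means plate passing quality check with inhibition over a set limit, or well fluorescence over plate mean plus 4 SD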;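 further: Nile Red retained in pooled yeast measured as flow cytometry median fluorescence; 0% = buffer negative control and 100% = Enniatin B positive control; higher means more Nile Red kept so more efflux inhibition; some compounds called inactive have numbers as strong as hits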
# Fam108B inh = counter-screen for RBBP9 inhibitors: inhibitors of mouse Fam108B | recombinant Fam108B, FP-Rh probe fluorescence polarization | inhibition, % at 9.51 µM | actives 0.33% (n = 300,000) | AID 1947;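 active means inhibition above the screen mean inhibition plus 3 SD, computed separately per campaign, cut at about 18% in these data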;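 further: inhibitors lower polarization as less probe binds the enzyme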
# ZTA counter = counter-screen for EBNA-1 inhibitors: inhibitors of Epstein-Barr virus ZTA; P03206; ZTA-DNA binding, fluorescence polarization; inhibition, % at 11 µM; actives 0.15% (n = 320,000); in the data active means inhibition above about 33%
# Target sequence (P03206 whole entry, looked up): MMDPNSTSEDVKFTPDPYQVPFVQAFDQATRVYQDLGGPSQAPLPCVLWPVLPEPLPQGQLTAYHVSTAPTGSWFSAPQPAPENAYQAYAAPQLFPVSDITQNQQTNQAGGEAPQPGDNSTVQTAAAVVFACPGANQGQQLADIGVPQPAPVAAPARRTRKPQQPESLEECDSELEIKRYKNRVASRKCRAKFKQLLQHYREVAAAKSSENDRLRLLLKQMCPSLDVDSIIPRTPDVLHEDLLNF
# CR mimetic SO = yeast age-related superoxide inhibition as caloric restriction mimetic | superoxide response (% of plate mean), % at 10 µM | AID 2690 | actives 0.18% (n = 330,000) | S. cerevisiae aged cells, superoxide DHE fluorescence; hits give low values;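 active means superoxide response under a set limit, about three screen SD below normal, cut at about 65% in these data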;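 further: yeast aged for seven days with compound at 30 °C before DHE staining; 100% = average MFI of all compound-treated wells on the plate with controls excluded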
# MCL1 BIM primary = inhibitors of human MCL1 binding to BIM-BH3 peptide; Q07820; GST-MCL1 / FITC-Bim-BH3 fluorescence polarization; inhibition, % at 10.9 µM; actives 0.68% (n = 320,000); AID 2057;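 active means inhibition above the mean inhibition of all tested compounds plus 3 SD, set per campaign, cut at about 40% in these data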;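 further: 0% = DMSO wells and 100% = unlabeled Bim-BH3 peptide control; higher means more loss of mP so more displacement of Bim peptide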
# Target sequence (Q07820 whole entry, looked up): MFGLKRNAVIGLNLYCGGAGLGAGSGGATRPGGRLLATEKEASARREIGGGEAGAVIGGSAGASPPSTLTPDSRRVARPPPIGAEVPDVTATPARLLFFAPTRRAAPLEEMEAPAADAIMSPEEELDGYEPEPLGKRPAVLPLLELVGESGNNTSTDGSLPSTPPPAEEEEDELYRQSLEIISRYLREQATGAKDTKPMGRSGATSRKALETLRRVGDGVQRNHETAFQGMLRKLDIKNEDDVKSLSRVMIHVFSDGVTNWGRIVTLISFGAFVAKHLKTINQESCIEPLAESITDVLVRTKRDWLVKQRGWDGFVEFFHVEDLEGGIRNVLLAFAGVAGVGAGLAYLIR
# GLD-1 TGE inh = GLD-1-TGE RNA interaction inhibition (C. elegans); inhibition, % at 5.96 µM; AID 2280; Q17339; purified GLD-1 + fluorescein TGE RNA, fluorescence polarization; actives 0.44% (n = 320,000);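 active means percent inhibition above a per-plate cutoff, the plate mean of test compounds plus 3 SD, cut at about 30% in these data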;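 further: 0% = DMSO wells with GLD-1 and probe and 100% = wells lacking GLD-1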
# Starred values were filed as active, the others as inactive; . = no result given.
cpd	Compound	Bcl-xL primary	EBNA-1 inh	MEX-5 binding	Efflux pump inh	Fam108B inh
1	COCCCNc1nnc(Cc2ccc(Cl)cc2)c(=O)[nH]1	-4	-18	2.1	0.1	0
2	COc1ccc(-c2noc(CN(C(=O)c3ccc4c(c3)OCO4)C(C)C)n2)cc1OC	0	-3	-1.8	0.0	0
3	COc1ccc(CC(=O)Nc2sc3c(c2C(N)=O)CCCC3)cc1	24	-12	-0.1	0.3	-1
4	CCN(CCCNC(=O)CCc1nc(-c2ccc(OC)cc2)no1)c1cccc(C)c1	8	7	3.2	0.2	1
5	CC(C)c1ccc(CN(C(=O)c2cccs2)C2CCS(=O)(=O)C2)cc1 (centres undefined)	5	-1	-0.1	-0.1	-2
6	Cc1ccc(CCNC(=O)C2CCC(=O)N(Cc3cccc(F)c3)C2)cc1 (centres undefined)	2	2	1.0	-0.1	-1
7	O=C(CSc1ccc(Cl)cc1)Nc1cc(-c2nc3ncccc3o2)ccc1Cl	3	14	0.2	0.1	-8
8	CC1CC(C)CN(S(=O)(=O)c2ccc3c(c2)CC(=O)N3)C1 (centres undefined)	2	.	.	-0.3	.
9	COc1cc(/C=N/O)ccc1OCc1ccc(C(=O)O)cc1	6	7	-2.9	0.1	4
10	COCCN1Cc2cccc(C(=O)Nc3cccc(OC)c3)c2C1=O	-1	5	0.6	0.0	0
11	CCOC(=O)c1nn(-c2ccccc2)c2nnc(Cc3ccc(Cl)cc3)c(=O)n12	9	21	-1.0	-0.1	2
12	CCN=C1S/C(=C\c2cn(C(C)=O)nc2-c2ccccc2)C(=O)N1CC	-2	10	-1.0	-0.1	-1
13	O=C(NCCOc1ccccc1)c1ccccc1SCC(=O)N1CCCC1	1	.	.	0.1	.
14	Cc1cc(C)c2cc(C(=O)N3CCc4ccccc4C3)[nH]c2c1	7	-9	0.1	0.1	-2
15	Cc1ccc(-c2noc(CCC(=O)Nc3ccc(C)cn3)n2)cc1	-3	2	-0.6	0.0	-3

cpd	ZTA counter	CR mimetic SO	MCL1 BIM primary	GLD-1 TGE inh
1	-8	115	-11	-2
2	7	102	1	7
3	-4	99	23	20
4	-1	100	0	0
5	5	99	8	3
6	0	99	-1	2
7	24	120	2	-3
8	8	85	1	4
9	-4	105	5	-3
10	-14	87	-2	-2
11	-1	97	9	3
12	-4	107	2	4
13	1	90	5	-2
14	13	100	1	2
15	9	91	-4	4

# Fetched one by one from the entries so far, four records:
cpd	Compound	Bcl-xL primary	EBNA-1 inh	MEX-5 binding	Efflux pump inh	Fam108B inh
6	Cc1ccc(CCNC(=O)C2CCC(=O)N(Cc3cccc(F)c3)C2)cc1 (centres undefined)	2	2	1.0	-0.1	-1
11	CCOC(=O)c1nn(-c2ccccc2)c2nnc(Cc3ccc(Cl)cc3)c(=O)n12	9	21	-1.0	-0.1	2
13	O=C(NCCOc1ccccc1)c1ccccc1SCC(=O)N1CCCC1	1	.	.	0.1	.
8	CC1CC(C)CN(S(=O)(=O)c2ccc3c(c2)CC(=O)N3)C1 (centres undefined)	2	.	.	-0.3	.

cpd	ZTA counter	CR mimetic SO	MCL1 BIM primary	GLD-1 TGE inh
6	0	99	-1	2
11	-1	97	9	3
13	1	90	5	-2
8	8	85	1	4

# Carrying on.
cpd	Compound	Bcl-xL primary	EBNA-1 inh	MEX-5 binding	Efflux pump inh	Fam108B inh
16	Cc1ccc(S(=O)(=O)Nc2cc(C(=O)NCCN(C)C)ccc2N2CCCCC2)cc1	5	-9	.	0.2	-6
17	COCc1cc(SC2CCCCC2)nc(C)n1	8	1	-0.8	0.1	3
18	COc1cc(C(=O)NCc2nnc(SCC(=O)Nc3ccc4c(c3)OCO4)o2)cc(OC)c1OC	2	-4	-2.6	0.7	4
19	COc1ccc(CN2CCN(Cc3ccco3)CC2)c(OC)c1	1	1	-2.3	0.0	-1
20	COc1ccccc1/C=C/C1(C(=O)NC2CCCC2)CC(=O)N1c1ccc(C)cc1 (centres undefined)	3	-3	-1.8	0.2	-1
21	CCOC(=O)c1cc2c(=O)n3ccccc3nc2n(C(C)C)c1=NC(=O)c1ccncc1	5	-4	-32*	0.1	3
22	CC1CCN(C(=O)CSCC(=O)Nc2nc(-c3cccs3)cs2)CC1	4	-6	0.0	-0.2	-7
23	Cc1nn(CCC(=O)NNC(=S)Nc2ccc(Cl)cc2)c(C)c1[N+](=O)[O-]	1	-7	-2.3	0.3	1
24	COc1ccc(-c2c[nH]c(=O)[nH]c2=O)cc1OC	2	-8	-0.8	-0.1	-2
25	CCN(CC)c1ccc2c(Nc3ccccc3)c(C=O)c(=O)oc2c1	2	-4	-7.6	-0.1	-2
26	OC(COc1ccc(CNCCc2ccccc2F)cc1)CN1CCCCC1 (centres undefined)	8	-1	0.6	0.2	5
27	COc1ccc(C(=O)Nc2ccccc2NC(=O)c2ccc(OC)cc2)cc1	4	-2	1.3	-0.1	-2
28	O=C1c2ccccc2C(=O)N1CCn1ccnc1	2	-5	0.3	0.1	3
29	CN1CCN(c2cnn(-c3ccccc3)c(=O)c2Br)CC1	-1	-9	1.7	0.0	-2
30	Cc1ccccc1C(=O)c1c[nH]c(C(=O)NCc2cccs2)c1	1	7	-0.3	-0.2	0

cpd	ZTA counter	CR mimetic SO	MCL1 BIM primary	GLD-1 TGE inh
16	-4	108	3	-7
17	-20	88	0	-1
18	-2	93	8	7
19	-4	116	10	1
20	9	92	-1	-2
21	-7	102	2	9
22	-17	111	6	-2
23	3	94	4	2
24	-20	106	2	-5
25	7	97	-3	0
26	-12	108	8	1
27	-1	91	-3	2
28	11	95	2	-5
29	11	85	-6	1
30	15	99	-3	4

# Carrying on.
cpd	Compound	Bcl-xL primary	EBNA-1 inh	MEX-5 binding	Efflux pump inh	Fam108B inh
31	CCn1nc(NS(=O)(=O)c2ccc([N+](=O)[O-])cc2)c2cc3ccccc3nc21	17	-8	-3.3	0.0	3
32	COc1cccc(-c2csc(N3CCN(CC(=O)NNC(=O)c4ccc(Br)cc4)CC3)n2)c1	5	5	-4.5	0.0	0
33	COc1ccccc1NC(=O)CSc1nnc(COc2ccc(Cl)cc2)o1	3	-13	0.4	0.1	2
34	CC(C)CN(C(=O)COC(=O)c1cncc(Br)c1)c1c(N)n(Cc2ccccc2)c(=O)[nH]c1=O	-3	-10	3.1	-0.1	-5
35	CC(=O)Nc1cccc(NC(=O)C2CCCN2C(=O)Nc2ccc(Cl)cc2)c1 (centres undefined)	3	3	1.9	-0.1	0
36	COc1ccc(N2CCN(C(=O)c3ccc(OCc4c(C)noc4C)c(OC)c3)CC2)cc1	5	0	-3.3	-0.1	-1
37	O=C(CN(C(=O)Cn1nnc(-c2ccc(F)cc2)n1)c1cccc(F)c1)NC1CCCC1	1	12	3.0	-0.5	3
38	Nc1nonc1-c1nc2ccccc2n1CC(=O)N1CCCCC1	-5	2	-2.9	0.1	1
39	CN(C)c1ccc(CNc2ncnc3sccc23)cc1	14	-4	-0.6	0.1	-3
40	COc1ccccc1OCc1nnc(SCC(N)=O)n1-c1ccccc1	4	-7	0.4	-0.1	-4
41	Cc1ccc(CN(CC(=O)NCCc2ccccc2)C(=O)c2csnn2)cc1	6	-5	-0.8	0.0	-3
42	COc1cc(CNCc2ccco2)cc(OC)c1O	11	6	-1.5	-0.1	0
43	Cc1ccccc1CN1CCN(S(=O)(=O)c2ccc(F)cc2)CC1	1	-1	-1.4	0.1	0
44	Cc1ccc(C(=O)NN(C)c2nc3ccccc3nc2C(F)(F)F)cc1	4	-1	.	-0.2	6
45	CN1/C(=C\C(=S)NC(=O)c2ccccc2Cl)C(C)(C)c2ccccc21	12	8	0.3	-0.2	-11

cpd	ZTA counter	CR mimetic SO	MCL1 BIM primary	GLD-1 TGE inh
31	-3	90	12	10
32	-9	106	3	12
33	0	96	-7	-1
34	-2	116	-30	-4
35	1	88	6	6
36	-8	88	2	8
37	7	102	5	5
38	-6	115	-8	-13
39	-15	98	10	11
40	2	100	-3	2
41	-2	95	10	9
42	4	100	7	-2
43	2	110	11	0
44	6	95	3	-2
45	6	93	8	18

# (cont.)
cpd	Compound	Bcl-xL primary	EBNA-1 inh	MEX-5 binding	Efflux pump inh	Fam108B inh
46	CC(C)CC(=O)N1CCN(S(=O)(=O)c2ccc3ccccc3c2)CC1	2	-8	-0.1	0.0	2
47	COCCOC(=O)C1=C(C)NC2=C(C(=O)CC(C)(C)C2)C1c1ccc(N(C)C)cc1 (centres undefined)	0	-7	-0.5	0.0	1
48	O=C(/C=C/c1ccco1)Nc1ccc2c(c1)OCO2	9	-5	-2.4	0.1	2
49	O=C(CCSc1nc2ccccc2o1)N1CCOCC1	-15	-6	0.9	0.2	-4
50	NC1=NC[C@H](Cc2ccccc2)N1CCc1cccc(F)c1	7	6	0.5	0.1	-3
51	COc1cc(CN(C(=S)NCC(=O)NC2CCCC2)C2CCCC2)cc(OC)c1OC	3	5	1.9	0.1	6
52	COc1cc(CC2C(=O)Nc3ccccc32)cc(C)c1O (centres undefined)	0	-3	1.3	0.0	-2
53	O=C(c1ccccc1)c1ccc2nc(-c3ccc(NC(=O)c4ccccc4Br)cc3)[nH]c2c1	1	45*	-0.3	0.3	-28
54	COCC(=O)Nc1ccc(C(C)C)cc1	3	12	1.6	-0.1	-2
55	COc1ccc(CNCc2ccc3c(c2)OCO3)cc1Br	3	-4	1.5	-0.1	-7
56	CCOc1ccc(NC(=O)CN2C(=O)NC3(CCCC3)C2=O)cc1S(=O)(=O)N1CCCCC1	-13	.	.	0.5	.
57	O=C(Nc1ccnn1C1CCN(C2CCC2)CC1)c1cccc(F)c1	-1	2	-2.6	0.0	-2
58	CCOc1ccccc1N1CCN(C(=O)C2=CC=CN3CCS(=O)(=O)N=C23)CC1	-7	.	.	-0.2	.
59	O=S(=O)(c1ccc(Cl)cc1)N(Cc1ccccn1)Cc1ccccn1	0	-13	-1.8	0.0	0
60	O=C1C=C(Nc2cccc3cccnc23)c2ccccc2C1=O	55*	-6	-31*	0.0	9

cpd	ZTA counter	CR mimetic SO	MCL1 BIM primary	GLD-1 TGE inh
46	6	133	1	-2
47	4	95	1	2
48	-1	98	2	2
49	-2	101	-18	-10
50	7	91	-1	7
51	5	91	6	5
52	5	91	-5	7
53	-2	137	3	-4
54	10	92	1	-1
55	-16	98	7	0
56	6	91	-13	3
57	14	113	5	-5
58	-5	88	-23	0
59	-8	118	1	-7
60	10	106	59*	34*

# Down the list, from the results shown:
# GLD-1 TGE inh for nos. 51 to 59, in order: 5, 7, -4, -1, 0, 3, -5, 0, -7
# Fam108B inh for nos. 51 to 59, in order: 6, -2, -28, -2, -7, ., -2, ., 0

# Continued:
cpd	Compound	Bcl-xL primary	EBNA-1 inh	MEX-5 binding	Efflux pump inh	Fam108B inh
61	CCOC(=O)CNc1nc(Cl)nc(Nc2ccc(OC)cc2OC)n1	2	5	0.7	-0.2	8
62	COC(=O)C(NC(C)=O)(Nc1cccc(C)n1)C(F)(F)F (centres undefined)	8	-7	0.0	0.0	-1
63	Cc1ccc[n+](CC(=O)c2ccc(Cl)cc2)c1	10	-7	-0.8	-0.2	3
64	CCCCCC1CCC(c2ccc(C(N)=O)cc2)CC1 (centres undefined)	4	-3	1.5	-0.1	-1
65	CC1Cc2ccccc2N1C(=O)c1cnc2n(c1=O)CCS2 (centres undefined)	2	-4	-2.3	0.1	-1
66	Cc1ccc(CNC(=O)CCn2c(=O)oc3ccccc32)cc1	4	5	-0.1	-0.2	3

cpd	ZTA counter	CR mimetic SO	MCL1 BIM primary	GLD-1 TGE inh
61	-2	79	11	1
62	1	99	-1	-2
63	-21	99	11	5
64	1	98	1	-3
65	-5	94	1	-1
66	-6	92	8	0
